# Compound activity as filed in PubChem BioAssay.
# Scp1 inh = blocks human Scp-1 phosphatase activity. Q9GZU7. Recombinant Scp1, phosphopeptide, malachite green phosphate absorbance. inhibition, % at 20 µM. 340,000 compounds, 0.88% hits. AID 493091;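 active = inhibition above about 50% at 20 µM, limit read from the data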;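 also: plate controls were DMSO wells with enzyme for no effect and wells lacking enzyme for full effect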
#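 Test system: SCP-1 catalytic domain; Buffer or medium: Acidic Tris acetate buffer with magnesium and detergent; Also added: Phosphorylated 17-residue peptide substrate; Compound: single 20 µM dose, 1% DMSO; Schedule: enzyme reaction 45 min at room temperature, colour 5 min, stabilisation 30 min; Signal: Phosphate-binding colour reagent, absorbance read at 630 nm.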
# STEP inh = STEP (human) phosphatase inhibition. P54829. recombinant STEP, OMFP fluorogenic substrate, fluorescence. inhibition, % at 20 µM. 360,000 compounds, 0.25% hits. AID 588621;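 active = inhibition at 20 µM, scaled per plate between control wells, above about 37%, limit read from the data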;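 also: 0% = DMSO with enzyme and substrate and 100% = substrate only without enzyme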
# Target sequence (P54829 whole entry, looked up): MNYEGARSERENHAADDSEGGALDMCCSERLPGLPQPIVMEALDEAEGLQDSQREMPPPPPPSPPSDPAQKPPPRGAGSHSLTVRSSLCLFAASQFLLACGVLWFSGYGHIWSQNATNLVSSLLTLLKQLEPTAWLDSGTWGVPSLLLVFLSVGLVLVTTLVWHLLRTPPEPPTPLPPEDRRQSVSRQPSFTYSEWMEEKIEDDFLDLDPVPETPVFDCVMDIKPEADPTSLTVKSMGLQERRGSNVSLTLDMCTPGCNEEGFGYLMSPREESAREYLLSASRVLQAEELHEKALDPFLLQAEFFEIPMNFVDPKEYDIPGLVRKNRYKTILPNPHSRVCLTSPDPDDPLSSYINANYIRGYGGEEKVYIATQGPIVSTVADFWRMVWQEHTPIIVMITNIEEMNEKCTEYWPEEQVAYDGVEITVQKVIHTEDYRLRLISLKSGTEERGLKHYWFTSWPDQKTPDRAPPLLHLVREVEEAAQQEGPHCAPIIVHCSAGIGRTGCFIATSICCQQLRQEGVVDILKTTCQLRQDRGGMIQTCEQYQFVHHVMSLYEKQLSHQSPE
#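 System: STEP phosphatase, cell-free reaction; Buffer or medium: Bis-Tris pH 6.0 buffer with DTT, detergent; Incubation: 20 min at room temperature, dark; Measured by: fluorescence, 480/540 nm.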
# SUMO1-SIM PPI = SUMO1-SIM interaction modulation; P63165; AID 602429; SUMO1 binding to a labelled peptide, TR-FRET, 1 h; inhibition, % at 20 µM; 360,000 compounds, 0.33% hits; in the data active = inhibition above about 37%
# Target sequence (P63165 whole entry, looked up): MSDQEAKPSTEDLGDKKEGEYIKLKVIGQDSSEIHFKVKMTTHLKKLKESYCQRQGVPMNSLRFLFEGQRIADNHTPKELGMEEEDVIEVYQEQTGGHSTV
# SKN-1 inh = C. elegans SKN-1 inhibition; 360,000 compounds, 0.49% hits; inhibition, % at 21.8 µM; AID 624304; C. elegans VP596 Pgst-4::GFP/RFP ratio, acrylamide-induced, 24 h;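 active = interference check ratio from 0.5 to 1.5 plus GFP to RFP signal ratio inhibition reaching or exceeding a fixed threshold, cut at about 30% in these data, passing the limit was not always enough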; also: some compounds called inactive have numbers as strong as hits
# LMPTP block = LMPTP (human) inhibition; AID 651560; P24666; inhibition, % at 20 µM; recombinant LMPTP-A, OMFP fluorogenic substrate, fluorescence intensity; 360,000 compounds, 0.22% hits;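 active = compounds that cut the enzyme signal by at least half of the control window in the single-dose screen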;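 also: plate controls were DMSO wells with enzyme plus substrate for no effect and substrate without enzyme for full effect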
#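 Test system: LMPTP-A phosphatase enzyme; input: 0.625 nM LMPTP-A final; reagent: OMFP substrate, 400 µM final; compound dosing: 20 µM single dose, 3% DMSO; incubation: 50 min dark incubation at room temperature; measured by: endpoint fluorescence intensity from OMFP dephosphorylation; measure: % inhibition relative to no-enzyme and uninhibited control wells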
# MT1-MMP act inh = blocks activation of human MT1-MMP | P50281 | HT1080 RFP-PRO-GFP cells, GFP/RFP ratio fluorescence, overnight; percent of plate control window, DMSO zero | GFP/RFP ratio change, % at 20 µM | 360,000 compounds, 0.061% hits | AID 651647;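 active = GFP/RFP ratio change of at least 30% with cell ATP level not reduced by more than half and red fluorescence within 50% of control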; also: strong numbers were not always called active
#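 Assay system: RFP-PRO-GFP reporter HT1080 cells; read-out basis: GFP/RFP fluorescence ratio; benchmarks: DMSO wells and RFP-L50D-GFP cells; doses: 20 µM single dose, 1% DMSO; schedule: overnight cell settling, then overnight compound exposure, 37 °C, 5% CO2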
# DNMT1 inh = inhibitors of human DNMT1; inhibition (reported as % activation of signal), % at 10 µM; DNMT1 molecular beacon, Hinp1I cleavage, fluorescence; P26358; 360,000 compounds, 0.83% hits; in the data active = inhibition above about 50%
# Rpn11 block = Rpn11 (human) deubiquitinase inhibition; AID 588493; calls only at 20 µM; 360,000 compounds, 0.59% hits; human 26S proteasome, Ub4-pepOG fluorescence polarization; 20S core pre-blocked with epoxomicin;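 active = inhibition at 20 µM, scaled to each plate's controls, above about 33%, limit read from the data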
# Target sequence (O00487 whole entry, looked up): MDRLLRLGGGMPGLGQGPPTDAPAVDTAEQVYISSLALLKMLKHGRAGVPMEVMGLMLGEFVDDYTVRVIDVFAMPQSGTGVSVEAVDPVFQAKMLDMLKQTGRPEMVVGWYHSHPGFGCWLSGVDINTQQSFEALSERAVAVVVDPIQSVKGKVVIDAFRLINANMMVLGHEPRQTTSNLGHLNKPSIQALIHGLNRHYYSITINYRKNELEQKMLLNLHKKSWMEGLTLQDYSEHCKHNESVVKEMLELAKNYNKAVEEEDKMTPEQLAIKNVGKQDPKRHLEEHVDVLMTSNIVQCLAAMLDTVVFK
# NadD inh = NadD (S. aureus) enzyme inhibition; purified NadD enzyme, colorimetric absorbance read-out; AID 602399; inhibition, % at 20 µM; 360,000 compounds, 0.78% hits; in the data active = inhibition above about 26%; also: some compounds past the cut are filed as inactive
# CendR NRP1 mod = alters CendR peptide binding to human NRP-1; O14786; FAM-RPARPAR peptide binding to NRP-1, fluorescence polarization; inhibition, % at 25 µM; 360,000 compounds, 0.85% hits; AID 602438;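 active = inhibition or corrected inhibition above about 18%, plus a signal ratio from 0.5 to 1.5, limit read from the data, passing the limit was not always enough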; also: strong numbers were not always called active
# Active calls of the source: *; i = inactive; . = no result given. Rows were taken by chance. About 3.9% of those tested had a hit in this group.
cpd	SMILES	Scp1 inh	STEP inh	SUMO1-SIM PPI	SKN-1 inh	LMPTP block	MT1-MMP act inh	DNMT1 inh	Rpn11 block	NadD inh	CendR NRP1 mod
1	CC1(C)Cc2c(cnn2-c2ccc(F)cc2)C(NC(=O)C2=CC(=O)CC(C)(C)O2)C1 (stereo not given)	.	0	-3	-2	-2.1	0	3	i	-2	-5
2	CN(C)C(CNC(=S)Nc1ccc(Cl)cc1)c1cccnc1 (stereo not given)	-8	4	0	-4	-3.0	1	1	i	3	5
3	O=C(Nc1nnc(-c2ccc(Br)cc2)o1)c1cccc(N2C(=O)CCC2=O)c1	-4	0	16	11	-1.0	3	2	i	8	-8
4	CC(=O)Nc1cccc(-c2cn3ccc(C)cc3n2)c1	-6	1	-3	0	0.0	9	-5	i	3	3
5	CC(Sc1ccccc1)C(=O)NCC1COc2ccccc2O1 (stereo not given)	-6	-1	-1	6	-0.1	-1	1	i	4	-2
6	O=C(NCCN1CCOCC1)C1CCC(CNS(=O)(=O)c2ccccc2)CC1 (stereo not given)	-7	-2	5	9	-1.3	1	-1	i	1	-2
7	COC(=O)C1=C(C)Nc2c(c(=O)n(C)c(=O)n2C)C1c1cccs1 (stereo not given)	0	0	0	-4	-1.6	6	0	i	1	3
8	O=C(NC1CCCC1)C(NS(=O)(=O)c1ccc(Br)s1)c1ccccc1 (stereo not given)	-5	0	-2	-8	-0.2	-9	3	i	-5	-3
9	Cc1ccc(CSc2nnc(C)c(=O)n2N)cc1	-11	-2	0	-1	-1.9	2	0	i	-4	18
10	NC(=O)c1ccccc1NC(=O)Nc1ccc(F)c(Cl)c1	-11	-3	0	0	-0.1	-7	0	i	-1	13
11	CN(Cc1c(F)cccc1Cl)C(=O)c1ccc2ccccc2n1	-1	0	-9	1	-1.5	3	2	i	5	3
12	CC1(C(=O)NCc2ccccc2Br)CCN1Cc1csc2ccccc12 (stereo not given)	.	0	5	7	2.7	-8	-4	i	2	10
13	CCCCOC(=O)Cc1c(O)c2ccccc2[nH]c1=O	-8	-7	-2	18	-0.9	1	3	i	-2	-2
14	O=C(c1ccc(C(F)(F)F)cc1)N(CCCn1ccnc1)C(c1ccccn1)c1nc2ccccc2[nH]1 (stereo not given)	.	4	-14	7	-4.8	6	2	i	-2	12
15	CC(=O)c1ccc(N2CCN(C(=O)c3cc(-c4ccc5c(c4)OCO5)nc4ccccc34)CC2)cc1	-1	11	-8	13	4.0	-5	-6	i	18	0

# Brought forward from above: 7 compounds; new compounds follow.
cpd	SMILES	Scp1 inh	STEP inh	SUMO1-SIM PPI	SKN-1 inh	LMPTP block	MT1-MMP act inh	DNMT1 inh	Rpn11 block	NadD inh	CendR NRP1 mod
9	Cc1ccc(CSc2nnc(C)c(=O)n2N)cc1	-11	-2	0	-1	-1.9	2	0	i	-4	18
10	NC(=O)c1ccccc1NC(=O)Nc1ccc(F)c(Cl)c1	-11	-3	0	0	-0.1	-7	0	i	-1	13
11	CN(Cc1c(F)cccc1Cl)C(=O)c1ccc2ccccc2n1	-1	0	-9	1	-1.5	3	2	i	5	3
12	CC1(C(=O)NCc2ccccc2Br)CCN1Cc1csc2ccccc12 (stereo not given)	.	0	5	7	2.7	-8	-4	i	2	10
13	CCCCOC(=O)Cc1c(O)c2ccccc2[nH]c1=O	-8	-7	-2	18	-0.9	1	3	i	-2	-2
14	O=C(c1ccc(C(F)(F)F)cc1)N(CCCn1ccnc1)C(c1ccccn1)c1nc2ccccc2[nH]1 (stereo not given)	.	4	-14	7	-4.8	6	2	i	-2	12
15	CC(=O)c1ccc(N2CCN(C(=O)c3cc(-c4ccc5c(c4)OCO5)nc4ccccc34)CC2)cc1	-1	11	-8	13	4.0	-5	-6	i	18	0
16	O=C(CSc1nc2c(c(=O)n1-c1ccccc1)SCC2)N1CCOCC1	-5	-2	-13	8	-1.5	5	-4	i	-4	-6
17	N#CCCN(Cc1cccnc1)S(=O)(=O)c1ccc2ccccc2c1	-4	-3	-7	-14	-1.6	0	3	i	-3	4
18	COc1ccc(NC(=O)c2cc3c(=O)n4ccccc4nc3n2C)c(OC)c1	-4	0	7	2	-0.4	-2	-4	i	-8	-9
19	O=C(COC(=O)c1ccc(O)cc1O)NC(=O)c1ccccc1	-13	-1	2	-8	0.3	3	0	i	-6	-17
20	Nc1cc[n+](CC(=O)c2ccc3c(c2)OCCO3)cc1	-4	0	-2	8	-0.1	3	2	i	-3	9
21	Cc1cccc(NC(=O)C2CCN(c3nc(C)cc(C)n3)CC2)c1	-2	0	-4	-2	-1.3	-2	-2	i	0	-1
22	O=C1NC(=S)N/C1=C\c1cccnc1	-7	1	-20	-1	0.0	-8	4	i	-5	-1
23	COc1ccc(N2C(=O)CC(C3CCCO3)C2=O)cc1 (stereo not given)	0	-4	-3	0	-0.8	2	-2	i	-6	3
24	Cc1cccc(NCc2nc(SCC(=O)Nc3ccccc3)n[nH]2)c1	-2	-2	3	4	0.0	5	1	i	-1	-5
25	Cc1cccc(-n2ccnc2SCC(=O)Nc2cccc(S(=O)(=O)NC3=NCCC3)c2)c1C	-4	1	0	19	0.5	1	2	i	-5	-14
26	CCOC(=O)N1C=CC(C)=C[C@@H]2[C@@H](N3C(=O)c4ccccc4C3=O)C(=O)N21	-6	2	-5	8	-1.7	-2	1	i	-2	6
27	COc1ccc(S(=O)(=O)N2CCCCC2)cc1C(=O)N1CCCC1	-7	-1	3	5	-0.2	-1	0	i	-1	-12
28	Cc1c(Cl)cccc1NC(=O)CN1CCN(CCN=CC2=C(O)CC(c3ccccc3)CC2=O)CC1 (stereo not given)	-1	-2	-5	-4	-0.6	2	-3	i	-6	-6
29	Cc1nnc(SCC(=O)NC2CCCCC2)n1N	3	1	2	11	-0.4	-2	2	i	-2	-1
30	O=C(NNc1c(Cl)cccc1Cl)c1ccno1	-14	-3	2	-4	0.2	2	0	i	0	11
31	Nc1c2c(nc3ccc(Br)cc13)N(Cc1ccccc1)CC2	3	1	-10	6	0.2	-7	-21	i	10	-29
32	CCN(C(=O)CSc1nnc(Nc2cccc(C)c2C)s1)C1CCS(=O)(=O)C1 (stereo not given)	5	-1	0	-2	-1.4	4	1	i	1	2
33	CN(C)C(=O)c1nc2ccc(Cl)cn2c1CN1CCCC(OCc2ccccc2)C1 (stereo not given)	-6	-1	4	0	-0.6	-3	0	i	2	-10
34	O=C(OCc1nnc(-c2ccccc2)o1)c1ccc(-n2cnnn2)cc1	-1	-1	-4	-4	0.4	0	1	i	-4	4
35	Cc1ccc(N=Cc2cc(Cc3ccccc3Cl)cc([N+](=O)[O-])c2O)c(O)c1	-7	-3	-13	-1	4.6	-1	-20	i	42*	-151
36	CC(N)c1ccc(Cl)cc1Cl (stereo not given)	-5	-2	0	4	-1.6	3	4	i	-3	10
37	CCCn1ncc(OC)c(Cl)c1=O	-7	-3	-3	-27	-0.8	-3	-1	i	-11	22*
38	Cc1ccc(NC(=O)/C(C#N)=C/c2cc(C)n(-c3ccc(N4CCOCC4)c([N+](=O)[O-])c3)c2C)c(C)c1	-3	1	-1	0	2.5	3	-7	i	8	3
39	COc1cccc(CNc2nnnn2C)c1OC	-4	0	-1	11	-0.2	5	0	i	1	-4
40	Cc1cccc(C(=O)Nc2cccc(NC(=O)c3ccccc3)c2)c1	-7	-1	3	-1	-0.3	1	-3	i	-11	6
41	O=C(N/N=C/c1cccc(NC(=O)c2ccc(Cl)cc2)c1)c1ccc(O)cc1	9	10	23	-3	4.3	3	-9	i	2	1
42	Cc1ccc(CCNC(=O)c2ccc3nc4ccccc4c(=O)n3c2)cc1	60*	4	-10	10	1.1	-2	-1	i	-1	6
43	CN(C)S(=O)(=O)c1cccc(-c2cn3ccccc3n2)c1	6	-2	2	-8	-1.2	2	4	i	-4	1
44	COc1ccc(/C=C2\CCn3c2nc2cc(C(=O)O)ccc2c3=O)cc1OC	-2	3	-14	-12	0.4	4	2	i	-1	-78
45	CN1CCN(C2=NC(=O)/C(=C/c3ccccc3OS(=O)(=O)c3ccccc3)S2)CC1	-6	47*	-25	-6	-1.8	-2	-3	i	1	4
46	Cc1cc(/C=C(\C#N)C(=O)Nc2ccccc2)c(C)n1-c1ccc2c(c1)OCO2	-8	-1	-4	7	2.5	-18	0	i	7	-10
47	O=C(Nc1ccccc1Cl)O/N=C(/c1ccccc1)c1ccccn1	0	-2	0	11	-0.1	5	2	i	3	-8
48	CC(C)c1ccc2[nH]c(O)c(N=NC(=O)c3cccc(S(=O)(=O)N4CCCCC4)c3)c2c1	-13	2	-6	12	1.6	-3	-14	i	31*	3
49	NC(=O)c1ccc(NC(=O)COC(=O)C(Cc2ccccc2)NC(=O)c2ccccc2)cc1 (stereo not given)	1	0	2	-7	0.9	9	-5	i	-3	2
50	CNC(=S)NNS(=O)(=O)c1ccc(OC)cc1OC	-2	-3	0	-13	4.9	.	-1	i	6	-4
51	O=C(CC1(O)C(=O)Nc2ccccc21)c1cccnc1 (stereo not given)	0	-1	-20	4	-1.5	-2	1	i	-4	1
52	NS(=O)(=O)c1ccc(CNC(=O)CNC(=O)c2ccc(F)cc2)cc1	-7	-3	0	4	-0.4	1	-2	i	-5	4
53	O=C1NC2(CCCCC2)C(=O)N1c1ccccc1	-2	-2	1	9	-2.0	-2	2	i	-3	-5
54	COc1ccc(N(CC(=O)NCc2ccccc2C)S(=O)(=O)c2ccc(C)cc2)cc1OC	-2	-4	0	6	0.8	0	0	i	-9	20
